FAK inh – blocks human focal adhesion kinase activity. actives 0.84% (n = 97,000). AID 727. biochemical FAK kinase activity assay. inhibition, %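 (tested at 7 µM)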; in the data active = inhibition above about 19%;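 note: 0% = DMSO and 100% = reference compound high control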
PTPN22 inh 2 – LYP (human) phosphatase inhibition | Q9Y2R2 | recombinant LYP catalytic domain, DiFMUP fluorescence | inhibition, % at 2 µM | actives 0.21% (n = 96,000) | AID 640;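 active = inhibition at 2 µM at or above a set limit, the screen mean plus 3 SD, cut at about 24% in these data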;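 note: 0% = DMSO with enzyme and 100% = enzyme fully blocked by orthovanadate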
Target sequence (Q9Y2R2 whole entry, looked up, the tested form may be a part): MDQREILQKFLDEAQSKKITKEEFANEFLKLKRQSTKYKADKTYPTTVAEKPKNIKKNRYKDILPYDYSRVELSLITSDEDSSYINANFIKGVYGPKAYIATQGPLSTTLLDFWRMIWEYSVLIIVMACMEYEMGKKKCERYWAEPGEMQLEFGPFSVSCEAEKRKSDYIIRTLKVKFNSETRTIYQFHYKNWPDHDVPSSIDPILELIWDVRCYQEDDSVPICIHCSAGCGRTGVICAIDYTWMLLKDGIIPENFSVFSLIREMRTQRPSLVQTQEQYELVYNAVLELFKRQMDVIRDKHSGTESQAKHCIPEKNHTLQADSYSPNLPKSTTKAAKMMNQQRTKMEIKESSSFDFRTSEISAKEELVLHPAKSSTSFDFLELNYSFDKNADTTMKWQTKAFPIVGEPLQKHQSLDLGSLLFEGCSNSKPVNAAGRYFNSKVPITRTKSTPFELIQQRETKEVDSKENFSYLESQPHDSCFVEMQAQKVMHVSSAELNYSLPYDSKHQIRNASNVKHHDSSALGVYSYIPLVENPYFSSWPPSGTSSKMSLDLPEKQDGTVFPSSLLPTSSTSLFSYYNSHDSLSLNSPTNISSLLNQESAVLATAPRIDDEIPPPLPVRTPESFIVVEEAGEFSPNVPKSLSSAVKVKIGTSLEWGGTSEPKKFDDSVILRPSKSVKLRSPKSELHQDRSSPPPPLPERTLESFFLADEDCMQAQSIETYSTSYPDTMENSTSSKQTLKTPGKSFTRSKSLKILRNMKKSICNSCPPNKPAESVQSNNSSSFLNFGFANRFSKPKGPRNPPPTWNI
cytoskel mod – alters cytoskeleton assembly in HUVEC cells; HUVEC TNFa F-actin phalloidin imaging, high content; inhibition, % at 2 µM; actives 0.18% (n = 91,000); AID 836;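 active = inhibition above the batch mean plus 3 SD and confirmed as a hit by visual image inspection, cut at about 30% in these data, passing the limit was not always enough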; note: strong numbers were not always called active
LYP act – LYP (human) phosphatase activation | activation, % at 2 µM | actives 0.11% (n = 96,000) | AID 697 | recombinant LYP, DiFMUP fluorescence; 0 = plate median, 100 = signal doubled | Q9Y2R2;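 active = activation at 2 µM above a set limit, the mean plus 5 SD, cut at about 37% in these data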
VCAM1 TNFa inh – reduces TNF alpha induced VCAM1 expression in HUVEC | HUVEC TNFa-induced VCAM-1 immunofluorescence, high-content imaging | inhibition, % at 2 µM | actives 0.48% (n = 95,000) | AID 802;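 active = inhibition above the batch mean plus 3 SD, with images confirmed as a hit by eye, cut at about 37% in these data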;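 note: 0% = TNF-stimulated DMSO wells and 100% = unstimulated control wells; not every result past the cut was called active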
TNFa cytotox – toxic to HUVEC cells under TNF alpha stimulation; HUVEC TNFalpha-stimulated, Hoechst cell count, imaging; cell count reduction, % at 2 µM; actives 0.17% (n = 93,000); AID 848;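 active = cell count reduction exceeding the screen mean by over 5 SD, scaled to untreated wells per plate, cut at about 78% in these data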;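 note: cells counted after 24 h of TNF alpha exposure following the 1 h pretreatment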
ERa SRC1 inh – blocks coactivator binding to human estrogen receptor alpha | P03372 | TR-FRET ER-alpha LBD / SRC-1 peptide, estradiol-bound | inhibition, % at 25.6 µM | actives 1.7% (n = 86,000) | AID 629; in the data active = inhibition above about 50%;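 note: 0% = receptor plus peptide control and 100% = peptide only without receptor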
PTK2B oligo ant – blocks oligomerization of human Pyk2 in cells; Q293 cells, Pyk2 FERM NanoBiT luminescence; active compounds read low; actives 0.83% (n = 99,000); z-score (the deposit names both 25 µM and 10 µM); Q14289; AID 1347419;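 active = Z-score of -3 or lower, scaled per plate to the spread of control and sample wells; inactive = z-score above -3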;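 note: negative z-score means lost luminescence so less FERM oligomerization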
HUVEC tox IL1B – HUVEC cytotoxicity counter-screen, IL-1B stimulated | actives 0.41% (n = 94,000) | cell count reduction, % at 2 µM | HUVEC cell count loss, Hoechst imaging;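 active = cell count reduction more than 3 SD above the screen-wide mean, cut at about 70% in these data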;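 note: normalized per plate to untreated control cells as the no-loss baseline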
The depositor's hits bear a star; x = not tested or not shown; [ ] = another dose, or the depositor's remark.

SMILES,TNFa cytotox,PTK2B oligo ant,VCAM1 TNFa inh,LYP act,HUVEC tox IL1B,ERa SRC1 inh,PTPN22 inh 2,FAK inh,cytoskel mod
CC(=O)C1=C(C)NC(SCC(=O)c2ccccc2)=C(C#N)C1c1ccco1 (configuration not stated),3.0,x,29.2,6.2,0.5,4.9[fluorescence artefact?],-5.6,2.6,-12.8
Cc1ccnc(NC(=O)c2cc(-n3cnnc3)ccc2Cl)c1,-35.4,0.37,9.9,-6.0,-5.9,4.8,2.0,-1.9,-10.8
Nc1ccc2c(c1)CCC2=O,-29.8,0.42,-12.8,-8.0,-3.2,-0.4[fluorescence artefact?],8.6,-0.5,2.0
COc1ccc(-c2nnn(CC#N)n2)cc1OC,-8.5,1.49,23.6,7.8,-4.7,2.6,-6.8,-0.9,-10.0
Cc1ccc(N2C(=O)c3n[nH]c(C)c3C2c2ccco2)cc1 (configuration not stated),x,-0.48,x,-4.6,0.5,-12.9,3.7,0.9,x
COc1ccccc1OCc1ccc(C(=O)N2CCN(C(=O)c3ccco3)CC2)cc1,-16.0,1.12,8.5,-3.3,4.8,-3.3,3.9,-1.6,-4.0
COc1ccc(S(=O)(=O)N(C)CC(=O)N2CCCCCC2)cc1OC,-9.2,-0.23,31.9,13.0,0.4,-6.0,-8.7,-1.1,-12.7
O=C(Nc1ccc(F)cc1)C1CCC(N2C(=O)c3ccccc3C2=O)CC1 (configuration not stated),-19.1,0.28,17.6,-0.9,-27.1,9.7,-2.5,0.2,-2.3
Cn1cccc1/C=N/NC(=O)c1cccnc1,8.7,0.15,-5.1,-3.2,-14.0,-8.2,4.8,0.4,0.8
O=C(Nc1cccc(NC(=O)c2ccco2)c1)c1ccc2c(c1)OCO2,x,-0.56,-8.8,10.9,-39.7,-15.9,-10.3,-1.4,3.8
CSCCC(NC(=O)c1ccccc1)C(=O)OCC(=O)Nc1ccc(C)c(Cl)c1 (configuration not stated),-13.6,-0.24,-10.4,-7.3,8.3,x,6.0,-0.3,3.6
COC(=O)C(C)N(c1ccc(C)cc1)S(=O)(=O)c1c(C)[nH]c(=O)[nH]c1=O (configuration not stated),0.4,0.4,-18.5,8.5,x,-2.8,-9.1,-1.7,9.2
S=C(NCc1ccc(Cl)cc1)NC12CC3CC(CC(C3)C1)C2,3.8,-1.79,3.2,1.7,5.2,x,1.8,5.0,-15.0
CCCCN(C)CCCNC(=O)CS(=O)Cc1nc(-c2ccc(OC)c(OC)c2)oc1C (configuration not stated),-11.5,0.54,25.3,-7.3,10.1,-8.2,5.0,6.3,-14.2
C=CCSc1nnc(-c2cnn(-c3ccccc3)c2-n2cccc2)n1C,-4.9,-0.34,1.4,-3.2,-1.6,-4.8,4.1,-1.1,-4.0
Cc1cc(N2CCN(c3ccccc3)CC2)nc(-n2nc(C)cc2C)n1,x,0.31,x,-8.0,-36.9,-2.8,7.0,-0.7,5.7
O/N=C/c1cc(Br)ccc1OCc1cccc(F)c1,15.3,-1.27,-20.7,1.5,-5.5,x,3.9,19.8*,-3.1
O=C1OCC2=C1C(c1ccc3c(c1)OCO3)Sc1ccccc1N2 (configuration not stated),-1.3,-2.28,-4.8,5.5,34.0,-7.8,-9.4,2.5,19.4
O=C(NCCCCNC(=O)c1c(F)c(F)c(F)c(F)c1F)c1c(F)c(F)c(F)c(F)c1F,-9.5,0.54,-5.8,-0.9,-56.3,-4.3[fluorescence artefact?],3.2,3.2,-10.1
COc1ccc(CCNC(=O)/C=C/c2ccc(C)cc2)cc1OC,-22.3,1.5,8.8,2.4,-139.3,x,-2.8,3.6,5.4
CSCCC1C(C#N)=C(N)Oc2n[nH]c(-c3cccs3)c21 (configuration not stated),-15.7,1.76,-3.1,7.9,-27.8,-3.1,-8.5,4.5,1.7
O=C(Nc1ccccc1-c1ccccc1)c1ccc(NC(=O)c2ccco2)cc1,-6.5,-1.52,11.7,1.0,14.7,3.8,1.9,-1.1,4.2
COc1ccc(-c2c3c(=O)n(C)c(=O)n(C)c3cn2C2CCCCC2)cc1,-27.2,-0.69,10.9,0.8,-1.0,-3.7,-0.2,1.7,-20.7
O=c1[nH]c2c(c3c1CCCC3)CCCC2,-1.7,-0.13,0.0,-5.6,16.2,-6.2[fluorescence artefact?],2.3,-5.0,-8.6
COc1ccc(-c2cc(C(F)(F)F)n3nc(C(=O)N4CCCCC4)cc3n2)cc1,22.2,-0.01,-12.3,-0.3,2.6,x,0.6,7.1,-36.6
Cc1ccccc1CS(=O)(=O)c1nnc([C@H](Cc2ccccc2)NC(=O)OC(C)(C)C)o1,9.3,-0.44,74.9*,-1.7,-3.4,3.1,2.6,-1.3,20.3
O=C(c1cccc(C(F)(F)F)c1)N1CCCC1,-24.2,0.94,-18.4,-5.8,-23.7,-10.8,4.2,1.8,8.2
CCN(CC)S(=O)(=O)c1cc([N+](=O)[O-])ccc1NNC(=O)Nc1ccccc1OC,0.0,-0.83,32.8,6.9,-10.6,-1.5,-6.2,3.6,-19.2
Cc1ccc(CNc2ncnc3cc(Cl)ccc23)o1,-26.3,1.14,5.7,1.4,6.9,-1.2,-0.5,14.2,-2.1
CCOc1cc(CNCCCN2CCOCC2)cc(Br)c1OCC(=O)Nc1cccc(C(F)(F)F)c1,-4.3,0,9.0,-3.6,-26.5,x,5.6,3.4,-5.3
CCOc1ccc(CNC23CN4CN(CN(C4)C2)C3)cc1,-36.9,0.51,6.5,3.6,-126.7,-4.2,-4.4,1.7,3.4
COc1ccc(-n2c(Cc3cccn3C)nnc2SCC(=O)Nc2cccc(OC)c2)cc1,-9.3,x,0.3,1.8,-10.3,-3.8,-2.9,-5.7,0.9
CCNc1nc(NC(C)C)nc(OCCOC(=O)c2ccccc2)n1,-45.4,-1.04,-16.7,0.3,-44.6,-0.6,-0.4,-2.1,9.2
O=C(c1cccs1)N1CCCc2ccccc21,-4.2,0.08,-17.5,-10.9,-11.5,x,7.1,0.0,-3.0
Fc1ccccc1NC(=S)N/N=C/c1ccccc1Br,9.1,-0.33,19.0,1.0,-9.8,x,-2.6,-1.0,8.1
COc1ccccc1CC(=O)Nc1ccc(O)cc1C(=O)O,-13.3,0.41,11.9,6.8,19.8,-5.9,-7.5,1.6,3.9

3 compounds from above with just VCAM1 TNFa inh:
| compound | VCAM1 TNFa inh |
| --- | --- |
| CCN(CC)S(=O)(=O)c1cc([N+](=O)[O-])ccc1NNC(=O)Nc1ccccc1OC | 32.8 |
| CCOc1cc(CNCCCN2CCOCC2)cc(Br)c1OCC(=O)Nc1cccc(C(F)(F)F)c1 | 9.0 |
| Cc1ccc(CNc2ncnc3cc(Cl)ccc23)o1 | 5.7 |

More records follow:
SMILES,TNFa cytotox,PTK2B oligo ant,VCAM1 TNFa inh,LYP act,HUVEC tox IL1B,ERa SRC1 inh,PTPN22 inh 2,FAK inh,cytoskel mod
FC(F)(F)c1cccc(-c2nnc(-c3ccccc3)c(N3CCOCC3)n2)c1,-7.7,-3.87*,5.6,-6.3,-37.4,x,10.0,2.7,11.1
COc1ccc(C2N3CC4(C)CN2CC(C)(C3)C4=O)cc1OC (configuration not stated),-14.0,x,12.9,-1.6,11.9,17.5,-1.4,4.0,2.3
CC(=O)Nc1ccc(S(=O)(=O)N2CCN(CC(O)COc3ccc4ccccc4c3)CC2)cc1 (configuration not stated),-32.2,-0.51,-4.3,-2.3,-55.3,3.5,-0.5,0.5,18.6
COc1ccc(CN(C(=O)CN2C(=O)C(C)Oc3ccccc32)C2CCCC2)c(OC)c1 (configuration not stated),-17.7,-2.52,14.3,-1.1,1.2,0.2,-1.8,-1.8,-15.1
O=C(O)CCN1C(=O)c2ccc(Oc3ccc4c(c3)C(=O)N(CCC(=O)O)C4=O)cc2C1=O,-16.1,1.91,10.6,5.0,1.7,x,-5.2,2.4,2.3
CC(=O)Nc1c(O)nc(SCC(=O)Nc2c(C)cccc2C)[nH]c1=O,x,0.99,-3.5,-0.4,13.0,-10.2,2.0,0.0,4.4
Cc1ccc(NC(=O)CS(=O)CC(=O)Nc2cccc(C)c2C)cc1F (configuration not stated),-12.0,0.93,-11.6,-7.1,2.6,0.3,6.2,-2.7,3.8
CC(C)(C)C1=Nn2c(nnc2-c2ccccn2)SC1,-18.9,-0.48,4.6,-4.0,-69.5,-1.8,3.3,4.5,2.3
Cc1ccc(CN(C#N)c2nc(C)cc(C)n2)cc1,-2.4,-1.69,17.9,-2.3,14.1,-3.1,6.3,0.0,-16.3
O=C(Nc1ccccc1)NC1(C(=O)NCc2cccs2)CCCCC1,-8.7,1.66,-3.0,-0.2,1.4,x,4.2,-0.8,16.0
CCOC(=O)N1CCN(C(=O)C2c3cc(OC)c(OC)cc3C(=O)N3CCc4ccccc4C23)CC1 (configuration not stated),11.0,0.63,13.4,-11.0,-12.7,-1.0,8.4,-0.8,-2.7
Cc1ccc(-n2c(C)cc(C3N=C(N)Nc4nc5ccccc5n43)c2C)c(C)c1 (configuration not stated),-18.9,0.46,22.1,-11.5,-14.6,53.1*[fluorescence artefact?],9.0,7.2,-10.9
CC1CC(C)CN(C(=O)COC(=O)CNS(=O)(=O)/C=C/c2ccccc2)C1 (configuration not stated),-14.8,-0.25,-3.4,-8.7,-9.3,-9.7,5.9,5.3,11.6
OCCOCCn1c(-c2ccccc2)nc(=S)c2c1CCCC2,-17.7,x,6.4,1.0,-18.4,-1.2,-2.6,x,4.8
O=C(C1Cc2ccccc2CN1S(=O)(=O)c1cccs1)N1CCCCC1 (configuration not stated),14.7,-0.18,-7.4,9.3,20.3,-2.8,-9.4,1.2,-27.8
O=C(CN(C1CCCCC1)S(=O)(=O)c1ccc(F)cc1)NC1CC1,2.8,0.57,-14.3,-0.6,14.0,7.1,1.1,-2.2,2.3
COC(=O)c1c(C)[nH]c(C(=O)CSc2nnnn2-c2ccccc2)c1C,-4.8,0.66,5.0,1.5,2.5,-2.3,-0.3,-2.1,1.6
CCC(C)Nc1nc(OC)nc(N(C)C#N)n1 (configuration not stated),3.2,0.5,4.0,3.1,-11.3,-3.7[fluorescence artefact?],-5.5,4.6,-10.0
CCOC(=O)c1cc(-c2cc3ccccc3o2)nc2c1c(=O)[nH]c(=O)n2CCOC,-10.0,-0.91,-20.7,2.4,-7.8,13.8,-2.4,-2.0,7.5
C=CCNc1ncnc2ccccc12,1.4,2.12,9.7,-7.3,15.2,-6.8,4.3,3.3,x
Cc1nn2c(=O)cc(COC(=O)c3ccc(S(=O)(=O)N4CCCCC4)cc3)nc2s1,-41.4,0.08,9.9,-0.2,-5.3,-4.1,-1.5,-1.2,-2.5
CCc1nc2scc(-c3cccs3)c2c(=O)o1,-17.3,-0.47,14.4,10.2,8.3,13.6[fluorescence artefact?],-14.1,-1.0,-12.7
COc1ccc(N(CC(=O)NCCSc2ccccn2)S(C)(=O)=O)cc1Cl,-25.4,1.53,6.9,1.2,-36.0,-0.6,-3.8,4.5,-1.6
CC(=O)Nc1ccc(NC(=O)CSc2nnc(C3CC3)n2C)cc1,-31.9,0.54,13.6,-0.3,-1.7,-10.9,-1.5,-2.7,-9.1
COc1ccccc1Oc1c(C)oc2c(CN3CCN(C)CC3)c(O)ccc2c1=O,-21.8,x,1.3,5.7,20.7,-5.9,-8.6,-4.1,-4.7

Arranged by SMILES length (largest number first): some entries from above.
SMILES,TNFa cytotox,PTK2B oligo ant,VCAM1 TNFa inh,LYP act,HUVEC tox IL1B,ERa SRC1 inh,PTPN22 inh 2,FAK inh,cytoskel mod
Cc1nn2c(=O)cc(COC(=O)c3ccc(S(=O)(=O)N4CCCCC4)cc3)nc2s1,-41.4,0.08,9.9,-0.2,-5.3,-4.1,-1.5,-1.2,-2.5
CCOC(=O)c1cc(-c2cc3ccccc3o2)nc2c1c(=O)[nH]c(=O)n2CCOC,-10.0,-0.91,-20.7,2.4,-7.8,13.8,-2.4,-2.0,7.5
C=CCNc1ncnc2ccccc12,1.4,2.12,9.7,-7.3,15.2,-6.8,4.3,3.3,x

Compound activity deposited in PubChem BioAssay by several laboratories.
